# Mac1 fbg enh: enhancers of CD11b/CD18 adhesion to fibrinogen, primary screen, K562 cells, luminescence; Integrin beta-2 (Homo sapiens) + Integrin alpha-M (Homo sapiens), P05107+P11215; ATPlite luminescence; activation, % at 10 µM; 93,000 tested, 0.07% active; AID 1499, 2009;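 active means 10 µM primary screen giving 50% or more activity, confirmed by 40% or more on retest at that dose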; further: strong numbers were not always called active
# Target sequence (P05107 whole entry, looked up, other chains not shown): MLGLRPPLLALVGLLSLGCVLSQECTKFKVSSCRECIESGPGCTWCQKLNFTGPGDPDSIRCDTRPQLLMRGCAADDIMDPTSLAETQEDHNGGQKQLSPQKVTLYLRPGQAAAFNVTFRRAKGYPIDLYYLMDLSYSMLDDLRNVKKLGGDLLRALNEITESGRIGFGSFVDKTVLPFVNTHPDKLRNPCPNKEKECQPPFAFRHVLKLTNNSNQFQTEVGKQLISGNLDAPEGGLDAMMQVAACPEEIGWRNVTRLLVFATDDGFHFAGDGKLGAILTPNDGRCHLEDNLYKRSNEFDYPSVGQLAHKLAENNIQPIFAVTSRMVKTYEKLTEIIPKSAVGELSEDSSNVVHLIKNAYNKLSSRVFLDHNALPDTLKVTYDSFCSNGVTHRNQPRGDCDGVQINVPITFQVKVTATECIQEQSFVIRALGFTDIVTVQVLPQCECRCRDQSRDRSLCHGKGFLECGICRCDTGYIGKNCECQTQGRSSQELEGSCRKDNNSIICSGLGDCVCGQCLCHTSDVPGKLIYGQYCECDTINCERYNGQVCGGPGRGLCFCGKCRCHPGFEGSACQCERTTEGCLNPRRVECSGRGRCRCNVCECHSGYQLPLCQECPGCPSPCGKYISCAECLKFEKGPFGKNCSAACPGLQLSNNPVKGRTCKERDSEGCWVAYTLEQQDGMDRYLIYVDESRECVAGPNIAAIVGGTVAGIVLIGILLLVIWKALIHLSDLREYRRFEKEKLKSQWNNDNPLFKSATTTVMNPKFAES
# ERa coact pot: enhancers of ERα–SRC-1 coactivator binding, primary screen, biochemical, TR-FRET, ERα LBD, low estradiol. AID 639, 2007. TR-FRET ERalpha-LBD/SRC-Cy5 coactivator binding, 2 h; 100 = basal binding, no effect. Estrogen receptor (Homo sapiens), P03372. coactivator binding (% of control), % at 25.6 µM. 86,000 tested, 1.3% active; in the data active means activity above about 200%;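 further: binding measured in presence of low estradiol as agonist stimulus; 0% = peptide alone without receptor and 100% = receptor with peptide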
# Fibroblast inh: antiproliferative effect on LL 47 fibroblasts – human, LL 47 cells, CellTiter-Glo luminescence, primary screen; LL 47 human lung fibroblast viability, ATP luminescence; hits give low values; viability, % at 10 µM; 85,000 tested, 1.1% active;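 active means viability at or below 50% in the single dose screen; inactive means viability above 50%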;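 further: compound exposure lasted 72 h before the ATP readout; 100% = median luminescence of untreated cell-only wells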
#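 Assay system: human lung fibroblast line LL 47, low passage. Input: 1,150 fibroblasts seeded per well. Times: overnight cell rest, 72 h compound treatment at 37 °C. Evaluation: % viability of median cell-only signal. Technique: luminescent ATP detection, CellTiter-Glo. Control set: cell-only wells, no compound.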
# CD11b adhes inh: inhibitors of CD11b/CD18 adhesion to fibrinogen, primary screen, K562 cells, luminescence; Integrin beta-2 (Homo sapiens) + Integrin alpha-M (Homo sapiens), P05107+P11215; ATPlite luminescence; Mn2+ added to activate the integrin; inhibition, % at 10 µM; 93,000 tested, 0.54% active; AID 1497, 2009;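 active means primary inhibition of 50% or more at 10 µM, then 40% or more on retest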; further: some results filed as inactive read as strong as hits
# CYP2C19 inhib: blockers of cytochrome P450 2C19 activity – biochemical, luminescence, ADME assay, primary screen. inhibition, % at 5 µM. CYP2C19 Supersomes, luciferin-H EGE luminescence, 30 min. P33261. 96,000 tested, 21% active;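 active means CYP2C19 inhibition above a set limit at 5 µM in the primary screen, cut at about 50% in these data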;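 further: plate controls were negative control wells for no effect and 2.5 mM tranylcypromine positive control for full effect; values of inactives mirror those of a sister screen read the other way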
# HUVEC prolif 384: inhibitors of HUVEC proliferation, primary screen, cell-based, 384-well; CellTiter-Glo luminescence, 72 h; hits give low values; viability, % at 10 µM (by protocol); 86,000 tested, 1.1% active;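 active means viability at or below 30%; inactive means viability above 30%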;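 further: 100% = median luminescence of DMSO-only cell control wells on each plate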
# ERa coact inh: ERα–SRC-1 coactivator interaction inhibitors, primary screen, biochemical, TR-FRET, ERα LBD, estradiol-bound; Estrogen receptor (Homo sapiens), P03372; TR-FRET ER-alpha LBD / SRC-1 peptide; inhibition, % at 25.6 µM; 86,000 tested, 1.7% active; in the data active means inhibition above about 50%;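 further: 0% = receptor plus peptide control and 100% = peptide only without receptor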
# CYP2C19 act: human CYP2C19 activators, primary screen, biochemical, luminescence; Cytochrome P450 2C19 (Homo sapiens), P33261; recombinant CYP2C19, luciferin-H EGE luminescence; hits give high values; 0 = fully inhibited enzyme, 1 = untreated enzyme; AID 1025, 2008; 96,000 tested, under 10 active; activation factor at 5 µM;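 active means activation factor of at least 2 at 5 µM in the primary screen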;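 further: 0 = wells with 2.5 mM tranylcypromine and 1 = vehicle-only wells; values of inactives mirror those of a sister screen read the other way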
# H69AR inhibit: proliferation blockers of H69AR lung cancer cells, primary screen, cell-based, human, 86K library | H69AR lung tumor viability, ATP luminescence, 72 h; hits give low values | viability, % at 10 µM | 85,000 tested, 6% active;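 active means viability at or below 40%; inactive means viability above 40%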;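 further: multidrug resistant small cell line overexpressing MRP-1 efflux transporter; 100% = mean luminescence of untreated control wells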
# Numbers without * were called inactive; . = not tested or not shown; [ ] = remark or other dose.
SMILES,Mac1 fbg enh,ERa coact pot,Fibroblast inh,CD11b adhes inh,CYP2C19 inhib,HUVEC prolif 384,ERa coact inh,CYP2C19 act,H69AR inhibit
CCc1nc2ccccc2c(C(=O)OCCN2C(=O)c3ccccc3C2=O)c1C,1,90,101,-5,76*,92,-2,0.2,77
Cc1onc(-c2ccccc2Cl)c1C(=O)Nc1cccc2cccnc12,-2,73,82,8,76*,90,5,0.2,74
CCC(C)(C(=O)NC1CCCC1)N(Cc1ccco1)C(=O)c1ccccn1 (stereo not drawn),.,112,100,.,10,87,-26,0.9,86
O=C(COC(=O)C1CCN(S(=O)(=O)c2cccs2)CC1)c1cc2ccccc2o1,24,161,92,1,9,102,41[fluorescence artefact?],0.9,94
O=C(c1ccccc1Oc1nnnn1-c1ccccc1)N1CCOCC1,2,114,103,-25,-5,88,-6,1.1,76
CC1Cc2nc(SCC(=O)Nc3ccc4c(c3)OCO4)n(CCc3ccccc3)c(=O)c2S1 (stereo not drawn),7,104,107,22,44,100,1,0.6,89
CC(=O)Nc1nc(-c2ccccc2)ns1,.,110,104,.,.,95,-6,.,88
COc1ccc(CN2CCOCC2)cc1,-5,127,107,-4,18,96,-5,0.8,90
O=C(c1ccc(Cl)c(S(=O)(=O)NCc2ccco2)c1)N1CCN(c2ccccc2F)CC1,-2,101,81,-6,39,73,-17,0.6,21*
Cc1c(OCc2nn[nH]n2)ccc2c3c(c(=O)oc12)CCCC3,-2,119,95,7,67*,100,-11,0.3,100
CCc1nc(N2CCN(S(=O)(=O)c3ccc(Br)cc3)CC2)c2c(C)c(C)sc2n1,.,120,92,.,.,92,-4[fluorescence artefact?],.,92
O=C(COC(=O)CCc1c[nH]c(=O)[nH]1)Nc1cccc(Cl)c1,0,.,.,-17,2,.,.,1,.
Cc1cc(C)cc(N2C(=O)C3C4C=CC(C4)C3C2=O)c1 (stereo not drawn),0,105,101,5,63*,93,-10,0.4,88
O=C(c1cc2nc(-c3ccco3)cc(C(F)(F)F)n2n1)N1CCN(c2ccccc2)CC1,3,60[fluorescence artefact?],92,-6,63*,86,39[fluorescence artefact?],0.4,107
O=C(Nc1ccn(Cc2ccccc2F)n1)c1ccc(COc2ccc(Cl)cc2Cl)o1,-5,.,.,30,58*,.,.,0.4,.
Cc1ccc(S(=O)(=O)N2CCC(C(=O)Nc3nnc(-c4ccco4)s3)CC2)cc1,-3,200*[fluorescence artefact?],67,-23,15,61,25[fluorescence artefact?],0.8,38*
COC(=O)C1=NN(N=O)C2(CC(=O)N(c3cc(C)cc(C)c3)C2=O)C1 (stereo not drawn),-9,101,90,0,6,89,-12,0.9,91
CCN(CC)C(=O)CSc1nnc(-c2cccc(OC)c2)o1,-1,105,101,-14,26,104,-2,0.7,76
CC(=O)Nc1nonc1NC(=O)CSc1ccccn1,-3,107,96,2,19,94,-2,0.8,96
Cc1ccc(S(=O)(=O)NCCc2ccccc2)cc1,-3,96,103,-9,96*,90,-8,0,106

# Some of these compounds in order of SMILES length, high to low.
SMILES,Mac1 fbg enh,ERa coact pot,Fibroblast inh,CD11b adhes inh,CYP2C19 inhib,HUVEC prolif 384,ERa coact inh,CYP2C19 act,H69AR inhibit
O=C(c1cc2nc(-c3ccco3)cc(C(F)(F)F)n2n1)N1CCN(c2ccccc2)CC1,3,60[fluorescence artefact?],92,-6,63*,86,39[fluorescence artefact?],0.4,107
CCc1nc(N2CCN(S(=O)(=O)c3ccc(Br)cc3)CC2)c2c(C)c(C)sc2n1,.,120,92,.,.,92,-4[fluorescence artefact?],.,92
Cc1ccc(S(=O)(=O)N2CCC(C(=O)Nc3nnc(-c4ccco4)s3)CC2)cc1,-3,200*[fluorescence artefact?],67,-23,15,61,25[fluorescence artefact?],0.8,38*
COC(=O)C1=NN(N=O)C2(CC(=O)N(c3cc(C)cc(C)c3)C2=O)C1 (stereo not drawn),-9,101,90,0,6,89,-12,0.9,91
O=C(COC(=O)CCc1c[nH]c(=O)[nH]1)Nc1cccc(Cl)c1,0,.,.,-17,2,.,.,1,.
Cc1cc(C)cc(N2C(=O)C3C4C=CC(C4)C3C2=O)c1 (stereo not drawn),0,105,101,5,63*,93,-10,0.4,88
CC(=O)Nc1nonc1NC(=O)CSc1ccccn1,-3,107,96,2,19,94,-2,0.8,96

# (next part)
SMILES,Mac1 fbg enh,ERa coact pot,Fibroblast inh,CD11b adhes inh,CYP2C19 inhib,HUVEC prolif 384,ERa coact inh,CYP2C19 act,H69AR inhibit
CC(c1ccccc1)n1cc(C(=O)NCc2cccnc2)nn1 (stereo not drawn),2,133[fluorescence artefact?],103,-12,39,97,-4,0.6,106
COc1ccc(-c2nc3ncccn3c2Nc2ccc3c(c2)OCCO3)cc1,0,86,103,8,-17,101,-5,1.2,93
CN(C)CCSc1nnc(-c2ccccc2)o1,6,120,94,-1,-10,102,0,1.1,95
COc1ccc(OC)c(-n2c(SCC(N)=O)nnc2-c2c[nH]c3ccccc23)c1,0,87,93,-5,39,93,6,0.6,81
CCCCCCCCc1nc(=S)[nH][nH]1,.,53,90,.,.,96,-1,.,75
O=S(=O)(c1ccc2c(c1)OCCO2)N1CCN(Cc2ccc3c(c2)OCO3)CC1,6,89,90,5,94*,105,11,0.1,88
O=C(O)C1CCCCC1C(=O)NCCCN1CCOCC1 (stereo not drawn),3,106,107,5,12,112,-4,0.9,93
COC(=O)CNc1nc(-c2ccccc2F)nc2ccccc12,-3,.,.,-10,4,.,.,1,.
CCNc1ccc(Br)cc(C(=O)/C=C/c2c(Cl)cccc2Cl)c1=O,.,95[fluorescence artefact?],63,.,.,7.9*,75*[fluorescence artefact?],.,2.0*
O=C(CSc1nnc(-c2ccncc2)n1Cc1ccco1)Nc1nccs1,.,111,90,.,.,87,0,.,96
CSc1ccccc1NC(=O)c1cnccn1,5,64[fluorescence artefact?],94,-29,8,99,56*[fluorescence artefact?],0.9,86
CCn1ncc(Br)c1C(=O)Nc1cc(C(=O)OC)ccc1C(=O)OC,-1,194[fluorescence artefact?],91,-17,-3,57,7,1,83
Nn1c(Nc2ccccc2)nc2sc3c(c2c1=O)CCC3,-1,112[fluorescence artefact?],100,32,75*,68,8,0.3,58
Cc1ccc(S(=O)(=O)O/N=C2/CCCc3occc32)cc1,8,.,.,-2,-1,.,.,1,.
Cc1cccnc1Nc1nc(-c2ccc(O)cc2O)cs1,-2,77[fluorescence artefact?],84,-6,18,14*,16,0.8,8.0*
Cc1ccc(C(=O)c2sc3nsc(C)c3c2N)cc1,1,84,99,-18,-1,94,5,1,77
O=C(Oc1ccc2cccc(OC(=O)N3CCOCC3)c2c1)N1CCOCC1,0,168,108,-6,1,99,7,1,80
CCOC(=O)c1sc(NC(=O)c2ccco2)nc1C,1,114,107,-12,5,95,-11,1,84
CCOC(=O)c1c(NC(=O)CN2CCOCC2)sc2c1CCCC2,-1,100,87,11,99*,83,1,0,63
CCN(CC)CCCNC(=O)c1ccccc1C,1,160,108,-13,-7,91,-9,1.1,101

# Copied from the list.
# CCn1ncc(Br)c1C(=O)Nc1cc(C(=O)OC)ccc1C(=O)OC in ERa coact inh is listed with 7
# Cc1cccnc1Nc1nc(-c2ccc(O)cc2O)cs1 in ERa coact inh is listed with 16

# The results go on:
SMILES,Mac1 fbg enh,ERa coact pot,Fibroblast inh,CD11b adhes inh,CYP2C19 inhib,HUVEC prolif 384,ERa coact inh,CYP2C19 act,H69AR inhibit
COc1ccc(C)cc1NC(=O)CN(Cc1nnc(-c2ccc(Cl)cc2)o1)C1CCCC1,3,102,82,15,36,102,6,0.6,2.4*
CC1(C)NC(=O)N(CCOCCOc2ccccc2)C1=O,-4,108,96,-2,48,97,-10,0.5,102
Cc1cccc(-n2nnnc2SCC(=O)c2cc(C)n(Cc3ccco3)c2C)c1,5,49,.,-5,46,49,89*[fluorescence artefact?],0.5,7.3*
CCc1nnc(NC(=O)OCc2ccccc2)s1,-3,109,98,-10,11,101,-5,0.9,101
Cc1ccc(C)c(C2=CSC3=NCCN23)c1,-2,114,91,10,52*,91,-2,0.5,96
COc1ccc(CC(=O)Nc2ccc(-c3noc(-c4ccccc4OC)n3)cc2)cc1,14,328*[fluorescence artefact?],66,-5,41,26*,31[fluorescence artefact?],0.6,17*
CCOC(=O)c1c(-c2ccccc2)csc1NC(=O)c1nn(CC)cc1Br,2,146,89,0,10,83,4,0.9,69
CCO/N=C(\C)c1c(O)c(CC)c(-c2ccccc2)n(-c2ccccc2)c1=O,.,93,88,.,.,101,-4,.,99
Cn1c(NC(=O)c2ccco2)c(-c2ccccc2)c(=O)c2ccccc21,1,77,99,0,4,104,12,1,99
CC(C)(C)C(=O)Nc1cccc(C(=O)c2cccc(NC(=O)C(C)(C)C)c2)c1,-5,95,99,0,55*,105,2,0.5,63
Cc1cc(C)cc(N2C(=O)CC(N3CCOCC3)C2=O)c1 (stereo not drawn),-4,95,98,-5,13,94,-4,0.9,99
CC(=O)Nc1ccc(S(=O)(=O)NNC(=O)c2cccc3ccccc23)cc1,1,.,.,3,33,.,.,0.7,.
CC1(C)CC(=O)N(CC(=O)N2CCN(c3ncccn3)CC2)c2ccccc2S1(=O)=O,-1,134[fluorescence artefact?],93,-11,10,105,1,0.9,91
CCOC(=O)N1CCC(NC(=O)c2cccc3c2C(=O)N(Cc2cccnc2)C3)CC1,-3,119,103,-22,15,102,2[fluorescence artefact?],0.9,96
Cc1cccc(C)c1OCc1nnc(SCC(=O)NCc2ccccc2)o1,5,110,97,7,30,79,2,0.7,72
N#CCSc1nnc(COc2ccccc2)n1-c1ccccc1,.,98,97,.,.,84,26,.,81
COC(=O)c1cc2c(=O)n3ccccc3nc2n(C)c1=N,0,117,108,5,-6,89,20[fluorescence artefact?],1.1,99
Clc1cccc(Cl)c1Cn1nnc(-c2cccs2)n1,.,114[fluorescence artefact?],102,.,.,87,-4,.,94
CN(C)c1nc2n(c(=O)n1)CCS2,-3,100,95,-8,-4,112,4,1,86

# Screening data deposited in PubChem by several laboratories.
